Shiga inhibitor = inhibitors of Shiga toxin in Vero cells; Vero cells, Shiga toxin protein synthesis inhibition reporter; inhibition, % at 38.7 µM; actives 9.2% (n = 290,000); AID 2315; in the data active = inhibition mostly above about 28%, no sharp cut-off; inactive = mostly below about 43%; also: 0% is about no effect
LmPK inhibitor = blocks Leishmania mexicana pyruvate kinase activity. Potency, µM (doses to about 57.5 µM), for inactives: at the highest dose activity change, negative = inhibition, hits mostly inhibitors. purified LmPK, Kinase-Glo ATP luminescence, 1 h. Q27686. actives 0.37% (n = 290,000); also: potency is read from the fitted curve at half-maximal effect; % is scaled to controls: 0 for no effect and ±100 for the full control effect
Target sequence (Q27686 whole entry, looked up): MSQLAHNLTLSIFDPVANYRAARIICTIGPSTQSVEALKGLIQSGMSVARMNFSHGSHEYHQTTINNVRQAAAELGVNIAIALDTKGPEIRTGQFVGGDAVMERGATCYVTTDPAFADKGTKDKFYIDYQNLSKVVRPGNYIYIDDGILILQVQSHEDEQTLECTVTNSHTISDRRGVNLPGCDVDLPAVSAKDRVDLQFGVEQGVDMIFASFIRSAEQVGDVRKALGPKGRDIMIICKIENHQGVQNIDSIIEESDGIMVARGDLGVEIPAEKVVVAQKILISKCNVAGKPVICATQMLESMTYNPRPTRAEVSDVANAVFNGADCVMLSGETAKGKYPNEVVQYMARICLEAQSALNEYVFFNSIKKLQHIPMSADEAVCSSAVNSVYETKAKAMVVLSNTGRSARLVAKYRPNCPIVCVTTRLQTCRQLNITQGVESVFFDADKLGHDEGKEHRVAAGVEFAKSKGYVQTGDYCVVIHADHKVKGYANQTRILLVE
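0.1 nM LmPK, 0.5 mM PEP, 0.1 mM ADP; 50 mM imidazole pH 7.2, 7 mM MgCl2, 50 mM KCl; 1 h RT. Kinase-Glo luminescence readout, normalized to no-enzyme (full inhibition) and uninhibited wells.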
Tb PYK inh = blocks Trypanosoma brucei pyruvate kinase | Potency, µM (doses to about 76.8 µM), for the others: at the top dose activity, negative = inhibition, actives largely listed as inhibitors | AID 624173 | actives 0.12% (n = 410,000) | TbPYK enzyme, Kinase-Glo Plus ATP luminescence, 45 min; also: potency is read from the fitted curve at half-maximal effect; % is scaled to controls: 0 for no effect and ±100 for the full control effect; nearly all actives have a fitted effect of over 50% in size
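Glycolytic pyruvate kinase of T. brucei was incubated with substrate, test compound and 130 uM ADP for 45 minutes at room temperature. Luminescent Kinase-Glo Plus signal was measured after 10 minutes.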
AmpC no deterg = AmpC beta-lactamase inhibition without detergent; P00811; AmpC nitrocefin hydrolysis, absorbance 480 nm, 0.0001% Triton; Potency, µM (top dose mostly 57.1 µM), without a hit: top-dose activity change, negative = inhibition, actives largely listed as inhibitors; actives 0.52% (n = 330,000); AID 485341;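 also: potency is read from the fitted curve at half-maximal effect; plate controls were no compound for no effect and no enzyme for full effect; nearly all actives have a fitted effect of over 20% in size; some results filed as inactive show a strong effect at the top dose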
Target sequence (P00811 whole entry, looked up): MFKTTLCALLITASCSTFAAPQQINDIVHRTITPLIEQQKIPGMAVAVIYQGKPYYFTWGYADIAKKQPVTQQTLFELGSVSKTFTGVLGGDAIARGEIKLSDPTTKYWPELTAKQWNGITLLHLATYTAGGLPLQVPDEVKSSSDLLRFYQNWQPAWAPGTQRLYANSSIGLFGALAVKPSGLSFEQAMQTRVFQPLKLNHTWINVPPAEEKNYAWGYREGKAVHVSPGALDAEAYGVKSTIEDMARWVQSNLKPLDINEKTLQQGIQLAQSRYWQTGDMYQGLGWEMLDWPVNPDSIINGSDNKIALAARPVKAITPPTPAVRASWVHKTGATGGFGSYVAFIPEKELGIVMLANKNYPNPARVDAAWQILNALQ
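20 mM phosphate pH 7.0 + 0.01% (detergent screen) or 0.0001% Triton X-100; 5.3 nM AmpC reagent; cpd preinc 15 min RT; nitrocefin (800 uM stock) to start; A480 q20 s × 4 min; Activity was normalised to no-enzyme and no-compound control wells.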
Pf growth 48h = P. falciparum growth inhibition at 48 hours (one generation) | actives 5.9% (n = 310,000) | P. falciparum luciferase growth in erythrocytes, 48 h | AID 504832 | Potency, µM (titrated, usually from 28.7 µM), without a hit: at the highest dose activity change, negative = inhibition, actives largely listed as inhibitors; also: potency is read from the fitted curve at half-maximal effect; % is scaled to controls: 0 for no effect and ±100 for the full control effect
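Growth was read as firefly luciferase luminescence after a 48 h, 37 C, 5% CO2 exposure of compounds to reporter-bearing P. falciparum cultures (0.1% parasitemia, 2% hematocrit final) in Albumax-supplemented RPMI 1640.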
Pf growth 96h = inhibits malaria parasite growth, 96 h. P. falciparum luciferase reporter growth, 96 h. actives 6.9% (n = 320,000). Potency, µM (titrated, usually from 28.7 µM), without a hit: top-dose activity change, negative = inhibition, actives largely listed as inhibitors; also: potency is read from the fitted curve at half-maximal effect; % is scaled to controls: 0 for no effect and ±100 for the full control effect
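96 h incubation, 37 C, 5% CO2, of luciferase-reporter P. falciparum-infected RBCs (2% hematocrit, 0.05% parasitemia final) with test compounds; endpoint luminescence.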
Cycloheximide cs = affects cycloheximide protein synthesis inhibition readout, counter-screen; cell reporter, cycloheximide protein synthesis inhibition counterscreen; actives 12% (n = 300,000); max response, %; in the data active = max response mostly above about 13%, no sharp cut-off; inactive = mostly below about 14%; also: read at 38.3 µM for the half of the compounds with a filed dose; 0% is about no effect
Starred values were filed as active, the others as inactive; ? = inconclusive; nt = not tested or not shown; [ ] = remark or other dose. Unless noted, calls follow the shape of the dose curve; as a rule, active = well fitted curve in the direction sought with a large enough effect; inconclusive = small, poorly fitted or top-dose-only effect, or another doubt; inactive = no such curve, though single readings can be large; an effect the other way counts as inactive or inconclusive.

The first three entries, to show the layout:
#1 CC1CCCN(c2nc(N(C)c3ccccc3)nc(N)c2[N+](=O)[O-])C1 (centres undefined)
#2 CC(C)Oc1ccccc1/C=N/NC(=O)c1ccc(F)cc1
#3 O=C(N/N=C/c1cccnc1)c1ccccc1OCc1cccc(Br)c1
compound no.	1	2	3
Shiga inhibitor	36	20*	-22
LmPK inhibitor	5%	5%	8%[11.5 µM]
Tb PYK inh	-6%	-3%	-3%
AmpC no deterg	-14%	-30%	19%
Pf growth 48h	-2%	16%	?
Pf growth 96h	10%	-7%	-86%
Cycloheximide cs	20*	27*	-2

The list itself, from the start:
#1 CC1CCCN(c2nc(N(C)c3ccccc3)nc(N)c2[N+](=O)[O-])C1 (centres undefined)
#2 CC(C)Oc1ccccc1/C=N/NC(=O)c1ccc(F)cc1
#3 O=C(N/N=C/c1cccnc1)c1ccccc1OCc1cccc(Br)c1
#4 O=S(=O)(Nc1ccc(Oc2ncccn2)c(Cl)c1)c1ccc(F)cc1
#5 COc1ccc(OC)c(-c2nc(C(N)=O)c3[nH]c(=O)n(-c4ccc(F)cc4)c3n2)c1
#6 CC(C)C(NC(=O)CSc1ccc(Cl)cc1)C(C)C
#7 CSCCC(NS(=O)(=O)c1ccc(C)cc1)C(=O)N1CCN(C(c2ccccc2)c2ccccc2)CC1 (centres undefined)
#8 CSc1ccccc1NC(=O)C1=COCCO1
compound no.	1	2	3	4	5	6	7	8
Shiga inhibitor	36	20*	-22	-4	-6	-3	nt	2
LmPK inhibitor	5%	5%	8%[11.5 µM]	2%	6%	10%	nt	-1%
Tb PYK inh	-6%	-3%	-3%	2%	2%	0%	3%	-1%
AmpC no deterg	-14%	-30%	19%	-23%	-2%	59%	26%	-8%
Pf growth 48h	-2%	16%	?	nt	nt	nt	3.7µM*	22%
Pf growth 96h	10%	-7%	-86%	-17%	-8%	?	6.6µM*	40%[activator]
Cycloheximide cs	20*	27*	-2	5	-2	-9	nt	1

#9 COc1ccc(CN(CC(=O)NCCc2ccccc2)C(=O)CCC(=O)Nc2ccccn2)cc1
#10 Cc1c(NS(=O)(=O)c2ccc3c(c2)Cc2ccccc2-3)c(=O)n(-c2ccccc2)n1C
#11 CCOC(=O)C1CCCN(C(=O)Cn2cnc3sc(C)c(S(=O)(=O)N4CCOCC4)c3c2=O)C1 (centres undefined)
#12 C/C(=N\NC(=S)NC1CCCCC1)c1ccc(Cl)c(Cl)c1
#13 C=CCN1C(=O)C(CC(=O)O)SC1=Nc1c(C)n(C)n(-c2ccccc2)c1=O (centres undefined)
#14 CCn1c(SCC(=O)Nc2ccccc2N2CCOCC2)nnc1-c1ccccc1
#15 FC(F)(F)c1ccc(-c2nnc(-c3ccccn3)c(-c3ccccn3)n2)nc1
#16 CSc1nc(C)c(CCOCc2ccccc2)c(=O)[nH]1
compound no.	9	10	11	12	13	14	15	16
Shiga inhibitor	-3	-16	-3	-2	-17	-4	21	-5
LmPK inhibitor	-8%	2%	-2%	-3%	-3%	-1%	0%	5%
Tb PYK inh	-2%	-4%	1%	-11%	nt	-6%	2%	3%
AmpC no deterg	5%	-10%	-9%	-11%	-11%	-6%	10%	-7%
Pf growth 48h	-5%	2%	-10%	2.3µM*	nt	?	-1%	-4%
Pf growth 96h	-5%	1%	6%	4.1µM*	nt	nt	30%	20%
Cycloheximide cs	-1	-2	-6	-1	-1	-5	4	-2

#17 O=c1c2ccccc2cnn1Cc1ccc(Cl)c(Cl)c1
#18 O=S(=O)(NCCn1cccc1)c1ccc2ccccc2c1
#19 CC(=O)N1CCN(S(=O)(=O)c2cccc(C(=O)Nc3ccc(C)cn3)c2)CC1
#20 COC(=O)C1=C(c2ccc(F)cc2OCc2ccccc2)C[C@@H]2CC[C@H]1N2C(=O)NC1CCCCC1
#21 NC(=O)N/N=C/c1ccc(N2CCOCC2)s1
#22 C=C1CC2C3CC[C@@]4(OCOC45COCO5)[C@@]3(C)C(O)CC2[C@@]2(C)CCC(=O)C=C12 (some centres undefined)
#23 COc1ccc(OCC(=O)NNC(=O)c2ccccc2OCc2c(C)noc2C)cc1
#24 CCn1c(N)c(C(=O)Nc2ccccc2C(=O)OC)sc1=S
compound no.	17	18	19	20	21	22	23	24
Shiga inhibitor	-6	-14	77*	nt	-3	-4	nt	21
LmPK inhibitor	-10%	-11%	3%	nt	-4%	5%	nt	0%
Tb PYK inh	3%	-1%	-5%	-1%	-8%	-20%	-2%	-30%
AmpC no deterg	36%	-19%	-10%	1%	-15%	91%[activator]	0%	-20%
Pf growth 48h	?	16%	17%	?	30%[activator]	10µM*	7%	61%[activator]
Pf growth 96h	-16%	?	14%	15µM*	63%[activator]	13µM*	7%	13µM*
Cycloheximide cs	-6	-2	45*	nt	-1	-4	nt	1

#25 CCOC(=O)Cc1csc(NC(=O)C(NC(=O)C2CCCCC2)C(C)C)n1 (centres undefined)
#26 CCc1nnc(NC(=O)CCC(=O)N2CCC(Cc3ccccc3)CC2)s1
#27 O=C(Cc1ccccc1[N+](=O)[O-])Nc1nccs1
#28 Cc1cc(=O)[nH]c(SCC(=O)N2CCCc3ccccc32)n1
#29 O=c1cc(-c2ccc([N+](=O)[O-])cc2)c2cc3c(cc2[nH]1)OCCO3
#30 CCOC(=O)c1c(OCC)[nH]c2ccc(O)cc12
#31 COCCN(Cc1cc2cc3c(cc2nc1Cl)OCO3)C(=O)Nc1ccc(F)cc1
#32 Cc1cccc(C(=O)OCN2C(=O)c3ccccc3C2=O)c1[N+](=O)[O-]
compound no.	25	26	27	28	29	30	31	32
Shiga inhibitor	10	6	2	14	15	-7	-1	-35
LmPK inhibitor	6%	1%	4%	0%	4%	-2%	2%	-5%
Tb PYK inh	-6%	3%	-6%	-9%	4%	-6%	-10%	-13%
AmpC no deterg	-14%	98%[activator]	-38%	-21%	-25%	-9%	-6%	-31%
Pf growth 48h	-7%	-30%	1%	?	?	15%	19%	26%
Pf growth 96h	?	10µM*	?	32%[activator]	?	95%[activator]	31%[activator]	30%[activator]
Cycloheximide cs	2	-1	6	-3	-2	-1	-3	1

#33 COc1ccc(NC(=O)CC2C(=O)N(C)C(=S)N2CCc2ccccc2)cc1 (centres undefined)
#34 Cc1ccc(NC(=O)C(OC(=O)c2ccc(NC(N)=O)cc2)c2ccccc2)cc1Cl (centres undefined)
#35 N#CCn1c(CCl)nc2ccccc2c1=O
#36 COc1ccccc1-c1cc(C(=O)N2CCN(c3ccccc3OC)CC2)no1
#37 CCOc1ccc(Nc2ncnc3c2cnn3C)cc1
#38 CCOc1cc(NC(=S)Nc2cccc(OC)c2)c(OCC)cc1NC(=O)C1CC1
#39 Cc1cn2c(-c3ccc(Cl)cc3)nnc2s1
#40 Cc1ccc(NC(=O)c2nc[nH]c2C(=O)N2CCCCC2)c(C(=O)c2ccccc2)c1
compound no.	33	34	35	36	37	38	39	40
Shiga inhibitor	-3	-5	-24	-8	20	3	-4	-16
LmPK inhibitor	0%	-1%	-2%	-2%	0%	-1%	2%	6%
Tb PYK inh	13%	1%	-7%	0%	-1%	4%	3%	-14%
AmpC no deterg	-10%	-24%	-28%	130%[activator]	-13%	-9%	20µM*	92%[activator]
Pf growth 48h	-25%	-12%	-12%	11%	19%	-6%	?	?
Pf growth 96h	?	?	12%	10%	-8%	?	5%	20%
Cycloheximide cs	-2	1	-3	12	16*	11	-1	-1

#41 COc1ccc(C2C(C(=O)N3CCOCC3)=C(C)NC3=C2C(=O)CC(C)(C)C3)c(OC)c1 (centres undefined)
#42 CS(=O)(=O)N(Cc1ccccc1)c1ccc(C(=O)NCCSc2ccccn2)cc1
#43 O=C(Nc1cccc(NC(=O)c2cccc([N+](=O)[O-])c2)n1)c1cccc([N+](=O)[O-])c1
#44 O=[N+]([O-])c1cccc(/C=N/Nc2cc(Cl)nc(-c3ccccc3)n2)c1
#45 CS(=O)(=O)Nc1ccc(C(=O)Nc2ccc(S(=O)(=O)N3CCCC3)cc2)cc1
#46 Cc1nn(CC(=O)NCC(C)c2ccccc2)c(=O)c2cc3occc3n12 (centres undefined)
#47 Cc1ccc(N(CC(=O)N2CCc3ccccc32)S(=O)(=O)c2cccs2)cc1
#48 O=C1/C(=C\c2ccco2)NC(=S)N1c1ccccc1
compound no.	41	42	43	44	45	46	47	48
Shiga inhibitor	-1	4	nt	-15	-13	12	-8	35
LmPK inhibitor	-1%	2%	1%	-2%	-3%	-13%	-5%	4%
Tb PYK inh	5%	8%	-1%	-8%	6%	2%	1%	-27%
AmpC no deterg	4%	-6%	-19%	-22%	-33%	-20%	-38%	77%[activator]
Pf growth 48h	?	1%	31%[activator]	?	?	3%	nt	53%[activator]
Pf growth 96h	?	0%	?	?	18%	?	?	?
Cycloheximide cs	-3	-1	13	4	1	-8	0	18*

#49 Cc1cc(C)n2nc(C(=O)OCC(=O)Nc3cc(Cl)ccc3C)nc2n1
#50 Cc1ccc2c(C)cc[n+](CCCS(=O)(=O)[O-])c2c1
#51 CCCCn1c(C)c(C(=O)O)c2cc(OC)c3ccccc3c21
#52 O=C(NNC(=O)C1CC=CCC1)c1ccccc1Cl (centres undefined)
#53 COC(=O)C1=C(c2ccc(-c3ccccc3)c(F)c2)C[C@@H]2CC[C@H]1N2C(=O)NCC1CC1
#54 COc1ccccc1NC(=O)CSC1=NC(=O)C(Cc2ccccc2)C(=O)N1 (centres undefined)
#55 CCCC[C@H]1C2=C3[C@@H](CC(C(=O)OC)=C[C@@H](C(=O)OC)[C@H]3C(C)(C)C2=O)n2c(=O)n(-c3ccccc3)c(=O)n21
#56 Cc1cc([N+](=O)[O-])nn1CCCC(=O)NC1CCCCC1
#57 O=C(CN1CCN(Cc2ccccc2)CC1)N/N=C/c1cccs1
compound no.	49	50	51	52	53	54	55	56	57
Shiga inhibitor	nt	-9	-3	58	nt	-4	1	-6	16
LmPK inhibitor	nt	1%	2%	-2%	nt	-3%	nt	0%	1%
Tb PYK inh	-4%	24%	-3%	-2%	-4%	0%	4%	1%	3%
AmpC no deterg	-14%	-7%	-5%	-4%	89%[activator]	-23%	nt	-15%	-6%
Pf growth 48h	-15%	-7%	?	41%[activator]	4.7µM*	0%	nt	12%	?
Pf growth 96h	3%	12%	-9%	-24%	?	?	nt	10%	?
Cycloheximide cs	nt	-3	-1	20*	nt	-3	-4	-5	5
